AmpC detergent: qHTS Inhibitors of AmpC Beta-Lactamase (assay with detergent) | Potency, µM (doses to about 114 µM), without a hit: at the highest dose activity change, negative = inhibition, actives largely listed as inhibitors | AmpC hydrolysis of nitrocefin, absorbance 480 nm, 0.01% Triton | P00811 | actives 0.041% (n = 370,000);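 note: potency is the fitted concentration of half-maximal effect; 0% = no-compound wells and -100% = no-enzyme wells; nearly all actives have a fitted effect of over 25% in size; some results filed as inactive show a strong effect at the top dose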
Target sequence (P00811 whole entry, looked up): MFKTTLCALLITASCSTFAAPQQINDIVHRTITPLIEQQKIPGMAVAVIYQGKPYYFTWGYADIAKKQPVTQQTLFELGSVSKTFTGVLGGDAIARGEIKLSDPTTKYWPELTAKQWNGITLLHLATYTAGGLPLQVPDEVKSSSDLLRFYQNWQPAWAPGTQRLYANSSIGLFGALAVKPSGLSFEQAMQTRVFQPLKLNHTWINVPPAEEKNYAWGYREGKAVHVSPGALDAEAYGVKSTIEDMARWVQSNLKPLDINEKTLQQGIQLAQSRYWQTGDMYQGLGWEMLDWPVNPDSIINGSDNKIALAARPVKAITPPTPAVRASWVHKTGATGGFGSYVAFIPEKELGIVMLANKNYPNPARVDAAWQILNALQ
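AmpC (5.3 nM in the dispensed reagent) in 20 mM phosphate pH 7.0 with 0.01% (detergent screen) or 0.0001% Triton X-100 was preincubated with compounds for 15 min at room temperature. Nitrocefin was then added from an 800 uM solution, and hydrolysis was followed at 480 nm.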
LmPK inh: qHTS Assay for Inhibitors of Leishmania Mexicana Pyruvate Kinase (LmPK); AID 1721, 2009; purified LmPK, Kinase-Glo ATP luminescence, 1 h; actives 0.37% (n = 290,000); Q27686; Potency, µM (doses to about 57.5 µM), without a hit: top-dose activity change, negative = inhibition, actives largely listed as inhibitors; note: potency is the fitted concentration of half-maximal effect
Target sequence (Q27686 whole entry, looked up): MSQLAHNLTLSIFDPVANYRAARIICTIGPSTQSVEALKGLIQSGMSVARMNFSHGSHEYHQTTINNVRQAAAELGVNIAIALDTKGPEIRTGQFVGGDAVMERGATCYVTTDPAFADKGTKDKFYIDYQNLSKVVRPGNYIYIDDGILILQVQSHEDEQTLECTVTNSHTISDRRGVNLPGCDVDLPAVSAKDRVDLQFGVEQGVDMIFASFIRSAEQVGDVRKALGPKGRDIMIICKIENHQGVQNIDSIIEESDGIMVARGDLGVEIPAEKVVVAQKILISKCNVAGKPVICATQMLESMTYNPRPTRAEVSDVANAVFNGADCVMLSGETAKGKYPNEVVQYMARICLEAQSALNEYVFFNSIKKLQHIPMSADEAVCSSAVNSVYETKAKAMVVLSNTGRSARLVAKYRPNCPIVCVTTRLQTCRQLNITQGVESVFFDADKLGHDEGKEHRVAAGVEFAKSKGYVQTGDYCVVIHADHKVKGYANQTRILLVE
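In 50 mM imidazole pH 7.2 with 7 mM MgCl2, LmPK (0.1 nM) turned over PEP (0.5 mM) and ADP (0.1 mM) for 1 h at room temperature. Luciferase read-out of ATP.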
AmpC inh no detg: qHTS Inhibitors of AmpC Beta-Lactamase (assay without detergent) | P00811 | AmpC nitrocefin hydrolysis, absorbance 480 nm, 0.0001% Triton | Potency, µM (doses to about 57.1 µM), for inactives: at the top dose activity change, negative = inhibition, actives largely listed as inhibitors | actives 0.52% (n = 330,000) | AID 485341, 2010;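 note: potency is the fitted concentration of half-maximal effect; plate controls were no compound for no effect and no enzyme for full effect; nearly all actives have a fitted effect of over 20% in size; some results filed as inactive show a strong effect at the top dose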
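AmpC (5.3 nM in the dispensed reagent) in 20 mM phosphate pH 7.0 with 0.01% (detergent screen) or 0.0001% Triton X-100 was preincubated with compounds for 15 min at room temperature. Nitrocefin was then added from an 800 uM solution, and hydrolysis was followed at 480 nm.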
Tb PYK inh: qHTS of Trypanosoma Brucei Inhibitors; Potency, µM (highest dose often 76.8 µM), inactives show at the top dose activity, negative = inhibition, hits mostly inhibitors; actives 0.12% (n = 410,000); TbPYK enzyme, Kinase-Glo Plus ATP luminescence, 45 min; note: potency is the fitted concentration of half-maximal effect; nearly all actives have a fitted effect of over 50% in size
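Screened from lowest to highest concentration, compounds were pinned into TbPYK/substrate mixtures, and ADP (130 uM final) was added. Plates sat at room temperature for 45 min prior to Kinase-Glo Plus detection by luminescence.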
HCV inh: qHTS Assay for Inhibitors of Hepatitis C Virus (HCV) | Huh7.5.1 HCVcc-Cre infection, luciferase reporter, 44 h | Potency, µM (highest dose often 41.8 µM), for inactives: at the highest dose activity change, negative = inhibition, actives largely listed as inhibitors | actives 3.4% (n = 340,000) | AID 651820, 2012; note: potency is the fitted concentration of half-maximal effect
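Infectious HCV cell culture screen: compound-treated cells (1,000/well, pre-plated 4 h) are infected with HCVcc-Cre at roughly 0.5 moi and grown 44 h. Infection is quantified by luciferase signal after 15 min substrate incubation at room temperature.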
AMA1 RON2 block: qHTS for Inhibitors of AMA1-RON; Towards Development of Antimalarial Drug Lead: Primary Screen | Plasmodium falciparum AMA1 (3D7) - RON2 peptide interaction | AlphaScreen AMA1-biotinylated RON2 peptide binding | Potency, µM (titrated, usually from 58.2 µM), for the others: top-dose activity change, negative = inhibition, most hits filed as inhibitors | actives 0.2% (n = 360,000) | AID 720542, 2013;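 note: potency is the fitted concentration of half-maximal effect; 0% = vehicle wells and -100% = peptide control; nearly all actives have a fitted effect of over 45% in size; some results filed as inactive show a strong effect at the top dose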
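AMA1 (3D7) with his tag at 25 nM final met compounds first, then biotinylated RON2 peptide at 25 nM; detection used donor plus acceptor beads, 10 µg/mL apiece, read by AlphaScreen after 30 min at room temperature.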
HCMV antiviral: qHTS Assay for inhibitors of the human cytomegalovirus (HCMV) | HFF cells, HCMV-luciferase reporter, 72 h; hits give low values | actives 4.5% (n = 410,000) | activity change, negative = inhibition, % at 57.5 µM; in the data active = activity change below about -60%; inconclusive = no clear call, values can overlap the other calls; inactive = above about -39%
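Inhibition of viral replication was scored as loss of reporter luminescence in HFFs infected with HCMV-luciferase (MOI 1 PFU/cell) for 72 h; compounds tested at 2 doses, normalized to buffer and Salinomycin controls.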
Active calls of the source: *; ? = inconclusive; nt = not tested or not shown; & = joins results of further samples; [ ] = remark or other dose. Unless noted, calls come from the whole dose curve; as a rule, active = well fitted curve in the direction sought with a large enough effect; inconclusive = small, poorly fitted or top-dose-only effect, or another doubt; inactive = no such curve, though single readings can be large; an effect the other way counts as inactive or inconclusive. Unless noted, % is set by controls: 0 for no effect and ±100 for the full control effect.

1) COc1ccc(-n2ncc3c(=O)n(CC(C)=O)cnc32)cc1
2) CCOC(=O)c1cc(-c2ccc(OC)cc2)n[nH]1
3) COc1cccc(N2CCN(Cc3ccco3)CC2)c1
4) CCC(C)NC(=O)C1CCC(CNS(=O)(=O)c2ccc3c(c2)N(C(C)=O)CCO3)CC1 (configuration not stated)
5) CC(=O)c1cccc(CN2CCN(C3CCCC3)C(CCO)C2)c1 (configuration not stated)
6) O=C(NCCC(=O)N(Cc1ccco1)Cc1cccs1)c1ccc([N+](=O)[O-])cc1
7) CC(C)(C)c1cc(=O)[nH]c(SCc2ccccc2)n1
8) Cc1ccc(-c2nc(S(=O)(=O)c3ccc(F)cc3)c(N3CCN(c4ccccc4)CC3)o2)cc1
9) COc1ccc(NC(=O)CSc2c(C(C)C)cnc3c2c(=O)n(C)c(=O)n3C)c(OC)c1
10) CSc1ncc(CN2CCN(CCC(C)C)C(CCO)C2)cn1 (configuration not stated)
Assay by compound	1	2	3	4	5	6	7	8	9	10
AmpC detergent	2%	-1%	-14%	-1%	6%	?	0%	12%	5%	4%
LmPK inh	-1%	-2%	-5%	-8%	2%	nt	11%	nt	nt	-4%
AmpC inh no detg	-19%	-7%	-3%	40%	-20%	-21%	-19%	nt	nt	-12%
Tb PYK inh	-11%	-5%	23%	-12%	-1%	-12%	-2%	0%	-10%	5%
HCV inh	5%	0%	-17%	19%	14%	27%	-3%	nt	nt	13%
AMA1 RON2 block	2%	1%	-1%	-8%	0%	-5%	-3%	nt	nt	1%
HCMV antiviral	27	46	-22	-18	?	-21	-11	-18	-2	28

11) CCOc1ccc(N(CC(=O)Nc2cc(OC)cc(OC)c2)S(=O)(=O)c2c(C)[nH]c(=O)[nH]c2=O)cc1
12) COc1ccc(OC)c(NC(=O)CSC2=Nc3ccccc3C3=NC(CC(=O)NCc4ccc5c(c4)OCO5)C(=O)N23)c1 (configuration not stated)
13) CC(C)[C@H]1COCCS(=O)(=O)N1Cc1ccccc1F
14) COC(=O)C1=C(O)/C(=C\c2ccc(CNS(=O)(=O)c3ccc(Cl)cc3)o2)N=C1C
15) COC(=O)c1ccc(OCc2nn[nH]n2)cc1
16) CCOC(=O)C1CCN(C(=O)c2oc3ccc4c(c3c2C)C(O)CC2(CCCCC2)O4)CC1 (configuration not stated)
17) C=CCc1c(OC(C)=O)c2ccccc2n(C)c1=O
18) COc1ccc(NC(=O)CSc2nc3c(sc4ccccc43)c(=O)n2CCCN2CCCC2)cc1
19) CCNC(=S)N1CCN(CCN=CC2=C(O)CC(c3cccs3)CC2=O)CC1 (configuration not stated)
20) Cc1sc(NC(=O)c2ccco2)c(CN2CCN(Cc3ccccc3)CC2)c1C
Assay by compound	11	12	13	14	15	16	17	18	19	20
AmpC detergent	4%&-15%	-4%	nt	-8%	4%	2%	-3%	4%	?	-10%
LmPK inh	3%	nt	nt	2%	0%	5%	-2%	5%	7%	0%
AmpC inh no detg	-28%	nt	nt	-27%	-15%	177%[activator]	1%	115%[activator]	22%	38%
Tb PYK inh	-9%&2%	2%	-2%	-22%	1%	-2%	2%	-10%	0%	3%
HCV inh	16%	nt	-4%	4%	17%	?	2%	2.5µM*	11%	?
AMA1 RON2 block	-2%	nt	10%	-23%	-2%	-8%	-3%	26%	5%	-11%
HCMV antiviral	8&18	-6	16	-9	18	10	33	nt	2	5

2 entries from above, with tabs:
no.	mol	AmpC detergent	LmPK inh	AmpC inh no detg	Tb PYK inh	HCV inh	AMA1 RON2 block	HCMV antiviral
13	CC(C)[C@H]1COCCS(=O)(=O)N1Cc1ccccc1F	nt	nt	nt	-2%	-4%	10%	16
18	COc1ccc(NC(=O)CSc2nc3c(sc4ccccc43)c(=O)n2CCCN2CCCC2)cc1	4%	5%	115%[activator]	-10%	2.5µM*	26%	nt

Additional compounds.
21) Cc1ccc(-n2c(SCC(=O)N3CCCCC3)nc(O)c(Cc3ccccc3)c2=O)cc1
22) CCOc1ncccc1C(=O)N(CC)CC(=O)NCc1ccc(F)cc1
23) CC(C)Cc1nn2c(=O)cc(CSCC(=O)Nc3ccccc3F)nc2s1
24) C#CCSc1nnc(-c2ccc(O)cc2)o1
25) CCCC(=O)Nc1cc(-c2cn3cccnc3n2)ccc1OC
26) COc1cc(-c2ncc3ccccn23)cc(OC)c1OC
27) CC12CN(C(=O)c3ccccc3Br)CC(C)(CN(C(=O)c3ccccc3Br)C1)C2=O
28) Cc1ccccc1OCC(=O)N(Cc1nnc(-c2ccc(Cl)cc2)o1)C(C)C
29) COc1ccc(CC2(CO)CCN(C(=O)NCc3ccccc3)CC2)cc1
30) COc1ccc(Nc2nc(Cl)nc(Nc3ccc(OC)cc3OC)n2)c(OC)c1
Assay by compound	21	22	23	24	25	26	27	28	29	30
AmpC detergent	4%	?	1%	2%	4%	3%	0%	?	0%	-4%
LmPK inh	12%	6%	0%	-12%	0%	-11%	12%	nt	-7%	0%
AmpC inh no detg	-14%	15%	-14%	-8%	-5%	36%	1%	153%[activator]	47%	38%
Tb PYK inh	0%	1%	2%	-1%	2%	9%	-6%	0%	-1%	4%
HCV inh	7%	2%	9%	8%	-1%	-5%	7%	-29%	8%	?
AMA1 RON2 block	-1%	46%[activator]	4%	-6%	1%	15%	-10%	21%	20%	-22%
HCMV antiviral	-28	41	-11	-18	-1	81	27	-2	-32	-11

31) Cn1c(=O)c2nnn(/N=C(\c3ccccc3)C3CC3)c2n(C)c1=O
32) Cc1cc(C)cc(NS(=O)(=O)c2ccc3[nH]cc(C(=O)N4CCCCCC4)c(=O)c3c2)c1
33) Cc1ccc2oc(C(=O)N(Cc3ccc(N(C)C)cc3)CC3CCCO3)c(C)c2c1 (configuration not stated)
34) CCc1ccc(N2C(=O)/C(=C/c3cccs3)N(CC(=O)OC)C2=S)cc1
35) CCOC(=O)c1cc(-c2ccccc2)n(-c2cccc(C(=O)Nc3ccc(OCC)cc3)c2)c1C
36) C/C(CCC(C)C)=N\Nc1ccc(S(N)(=O)=O)cc1[N+](=O)[O-]
37) O=C(O)c1cccc(NS(=O)(=O)/C=C/c2ccccc2)c1
38) CCOC(=O)Cc1csc(NC(=O)c2ccc(Cl)nc2)n1
39) Cc1noc(/C=C/c2ccc(-c3ccccc3Cl)o2)c1[N+](=O)[O-]
40) Clc1ccccc1OCCCCN1CCNCC1
Assay by compound	31	32	33	34	35	36	37	38	39	40
AmpC detergent	?	2%	-1%&-8%	-11%	-4%	-1%	?	0%	?	?
LmPK inh	0%	nt	-3%	1%	nt	5%	3%	-2%	-2%	-2%
AmpC inh no detg	-1%	nt	82%[activator]	-24%	nt	-22%	-13%	-28%	-19%	3%
Tb PYK inh	-2%	1%	-8%&3%	-2%	2%	1%	-13%	3%	3%	-5%
HCV inh	-13%	nt	-20%	nt	nt	-22%	10%	-11%	-8%	?
AMA1 RON2 block	-3%	nt	18µM*	-18%	nt	-11%	-4%	28%	-6%	7%
HCMV antiviral	-7	11	-29&-21	?	-11	?	29	-14	nt	24

41) CC(C)[C@H](NS(=O)(=O)c1ccccc1)C(=O)OCC(=O)NCc1ccc2c(c1)OCO2
42) CSc1ccccc1NC(=O)COc1ccc(Cl)cc1
43) Cc1ccc(NS(=O)(=O)c2ccc3[nH]c(=O)oc3c2)cc1Cl
44) Nc1nc2c(ncn2[C@H]2C[C@H](O)[C@@H](CO)O2)c(=O)[nH]1
45) CCCCC(=O)Nc1sc2c(c1C(=O)OCC)CCC(C=O)=C2Cl
46) Cc1c(C(=O)NCc2ccco2)oc2ccc(Br)cc12
47) C=CCN1C(=O)CSc2ccc(C(=O)OCC)cc21
48) CCOc1ccc(NC(=O)CSc2nnc(CC)c(CC)n2)cc1
49) CCN(CC)c1ccc2cc(C=O)c(=O)oc2c1
50) COCCCNC(=O)CN(c1cc(C(F)(F)F)ccc1Cl)S(C)(=O)=O
Assay by compound	41	42	43	44	45	46	47	48	49	50
AmpC detergent	nt	-7%	?	7%	4%	?	-6%	0%	0%	5%
LmPK inh	nt	0%	nt	nt	-1%	nt	2%	nt	-1%	-4%
AmpC inh no detg	-11%	-10%	-42%	-16%	-23%	-15%	-13%	nt	nt	-16%
Tb PYK inh	2%	3%	4%	4%	nt	-4%	1%	-6%[15.4 µM]	-2%	-5%
HCV inh	9%	-16%	25%	-7%	nt	?	-1%	nt	-16%	0%
AMA1 RON2 block	2%	16%	0%[11.6 µM]	14%	nt	-12%	2%	nt	55%[activator]	-3%
HCMV antiviral	-12	-18	28	?	nt	-13	-18	0	-26	6

Quoted from the listing:
AmpC inh no detg with C=CCN1C(=O)CSc2ccc(C(=O)OCC)cc21 stands at -13%
LmPK inh with CCCCC(=O)Nc1sc2c(c1C(=O)OCC)CCC(C=O)=C2Cl stands at -1%
AmpC detergent with COCCCNC(=O)CN(c1cc(C(F)(F)F)ccc1Cl)S(C)(=O)=O stands at 5%
AmpC detergent with CCOc1ccc(NC(=O)CSc2nnc(CC)c(CC)n2)cc1 stands at 0%
AmpC inh no detg with Cc1c(C(=O)NCc2ccco2)oc2ccc(Br)cc12 stands at -15%

The results go on:
51) O=C(/C=C/c1cccc([N+](=O)[O-])c1)N1CCN(C(=O)c2ccco2)CC1
52) Nc1ncc(-c2ccc([N+](=O)[O-])cc2)cn1
53) COc1ccc(NC(=O)CS(=O)CC(=O)Nc2cccnc2)cc1 (configuration not stated)
54) Cc1ccc(S(=O)(=O)NN2C(=O)/C(=C/c3cccc(F)c3)SC2=S)cc1
55) O=C(NCCN1CCCC1)c1cc(-c2ccncc2)nc2ccc(S(=O)(=O)N3CCOCC3)cc12
56) COc1cccc(CNC(=O)[C@@H]2CCCN2C(=O)[C@@H]2CCCN2C(=O)c2cccs2)c1
Assay by compound	51	52	53	54	55	56
AmpC detergent	?	-2%	3%	4%	?	nt
LmPK inh	-7%	1%	-5%	1%	-2%	nt
AmpC inh no detg	-11%	-13%	-2%	-47%	50%	nt
Tb PYK inh	3%	2%	0%	-8%	1%	-8%
HCV inh	11%	-6%	9%	-6%	-28%&4%	nt
AMA1 RON2 block	-12%	-15%	3%	25%	5%	6%
HCMV antiviral	-32	-95*	20	-3	23	2
